EPAC2 ag = EPAC2 (human) agonism; EPAC2 activation, biochemical qHTS; response scale: 100% = 6.5 mM cAMP response; 0.079% of 360,000 active; AID 720711; Potency, µM (series often up to 154 µM), for inactives: at the top dose activation, most hits filed as activators; Q8WZA2; also: nearly all actives have a fitted effect of over 50% in size
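Setup: EPAC2 100 nM, labeled Rap1B complex 250 nM, free GDP 50 uM. Compound titrations pinned in, brief spin, 5 min room temperature incubation. Kinetic fluorescence read over 30 min, normalized to 6.5 mM cAMP.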
PTHR1 ag = agonists of human PTHR1 parathyroid hormone receptor; HEK293 GP2 PTHR1 cells, GloSensor cAMP luminescence, 1 h; Potency, µM (highest dose often 115 µM), for inactives: at the top dose activation, hits mostly activators; AID 743266; 0.075% of 410,000 active; Q03431; also: nearly all actives have a fitted effect of over 55% in size; some results filed as inactive show a strong effect at the top dose; inactives centre near -15; many of its hits are not listed in these tables
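HEK-293-derived GP2 cells expressing PTHR1 and a GloSensor cAMP reporter, 3,000/well, plated overnight, given luciferin plus IBMX (each 0.5 mM as added) for 1 h at 37 °C, then compound for 1 h at 37 °C. Luminescence was read after 15 min at room temperature.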
TDP-43 yeast inh = inhibitors of TDP-43 toxicity in yeast; 1.8% of 410,000 active; TDP-43 expressing yeast growth rescue, BacTiter-Glo, 24 h; Potency, µM (top dose mostly 46.1 µM), without a hit: at the highest dose growth rescue (activation), actives largely listed as activators; AID 652104; also: % of control where 0% means no effect; nearly all actives have a fitted effect of over 50% in size
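Luminescence from BacTiter-Glo reports growth of TDP-43-expressing yeast after 24 hr at 30 deg C with compound. Cells were raffinose-pregrown to mid-log, then seeded in galactose medium at OD600=0.02.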
EPAC1 agonist = activates human EPAC1 exchange factor | 0.073% of 360,000 active | AID 720707 | EPAC1 agonist qHTS, biochemical assay; response scale: 100% = response to 6.5 mM cAMP | Potency, µM (highest dose often 154 µM), without a hit: at the top dose activation, usual class: activators | O95398; also: nearly all actives have a fitted effect of over 60% in size
Target sequence (O95398 whole entry, looked up): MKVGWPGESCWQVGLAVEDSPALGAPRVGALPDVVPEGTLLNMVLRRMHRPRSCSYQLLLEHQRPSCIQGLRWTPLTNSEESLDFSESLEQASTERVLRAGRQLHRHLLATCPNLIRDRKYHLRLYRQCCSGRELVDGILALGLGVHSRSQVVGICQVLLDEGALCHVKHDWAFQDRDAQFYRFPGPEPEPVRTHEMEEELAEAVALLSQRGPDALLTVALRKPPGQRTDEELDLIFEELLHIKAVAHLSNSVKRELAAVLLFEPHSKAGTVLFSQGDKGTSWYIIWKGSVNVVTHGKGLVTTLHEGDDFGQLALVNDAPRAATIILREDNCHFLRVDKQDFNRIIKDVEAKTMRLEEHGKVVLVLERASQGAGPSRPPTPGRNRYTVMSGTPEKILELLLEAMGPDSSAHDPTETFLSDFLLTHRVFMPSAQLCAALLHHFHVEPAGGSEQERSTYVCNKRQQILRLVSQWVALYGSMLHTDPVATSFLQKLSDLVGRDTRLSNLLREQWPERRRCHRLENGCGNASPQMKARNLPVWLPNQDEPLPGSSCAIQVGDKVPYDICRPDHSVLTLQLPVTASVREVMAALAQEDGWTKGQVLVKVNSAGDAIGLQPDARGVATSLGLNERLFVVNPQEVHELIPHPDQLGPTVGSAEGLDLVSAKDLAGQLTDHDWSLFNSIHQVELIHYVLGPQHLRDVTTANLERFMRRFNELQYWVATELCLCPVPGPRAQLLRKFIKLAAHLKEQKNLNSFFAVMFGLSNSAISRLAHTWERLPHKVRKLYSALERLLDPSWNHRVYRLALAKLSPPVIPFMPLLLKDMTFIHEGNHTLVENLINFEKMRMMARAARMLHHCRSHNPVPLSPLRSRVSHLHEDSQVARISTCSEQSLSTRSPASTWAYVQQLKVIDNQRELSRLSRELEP
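Read-out is the fluorescence drop as BODIPY-GDP leaves Rap1B (480 nm excitation, 540 nm emission), recorded every 5 minutes over 30 minutes. Reactions held 100 nM EPAC1, 250 nM Rap1B–BODIPY-GDP and 50 uM GDP, with 6.5 mM cAMP setting full activation.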
FUS yeast rescue = suppressors of FUS proteinopathy in yeast. S. cerevisiae FUS-expressing, growth rescue, OD600, 24 h. Potency, µM (titrated, usually from 76.6 µM), without a hit: top-dose growth rescue (activation), hits mostly activators. 0.24% of 390,000 active;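 also: plate controls were DMSO vehicle for no effect and reference control for full effect; nearly all actives have a fitted effect of over 55% in size; some results filed as inactive show a strong effect at the top dose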
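Restored growth of FUS-toxic S. cerevisiae, read as 600 nm absorbance after 24 h at 30C in galactose medium (starting OD 0.005). Controls CP55940 and DMSO.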
EPAC2 antag = EPAC2 (human) antagonism; Q8WZA2; EPAC2 GEF exchange of Rap1B-BODIPY-GDP, fluorescence; Potency, µM (series often up to 114 µM), for inactives: at the top dose activity, negative = inhibition, actives largely listed as inhibitors; 0.18% of 360,000 active; AID 720708; also: % is scaled to controls: 0 for no effect and ±100 for the full control effect; nearly all actives have a fitted effect of over 45% in size; many of its hits are not listed in these tables
EPAC1 antag = EPAC1 (human) antagonism | Potency, µM (doses to about 115 µM), without a hit: at the highest dose activity change, negative = inhibition, most hits filed as inhibitors | AID 720709 | EPAC1 GEF assay, Rap1b-BODIPY-GDP exchange fluorescence | 0.14% of 360,000 active;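 also: plate controls were vehicle for no effect and positive control for full effect; nearly all actives have a fitted effect of over 50% in size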
aSyn yeast inh = inhibitors of alpha-synuclein toxicity in yeast | Yeast expressing alpha-synuclein, growth rescue, BacTiter-Glo, 24 h | Potency, µM (series often up to 46.1 µM), for the others: at the top dose growth rescue (activation), most hits filed as activators | 0.14% of 370,000 active | AID 652106; also: % of control where 0% means no effect; nearly all actives have a fitted effect of over 65% in size
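Rescue of yeast growth: cells expressing toxic alpha-synuclein, induced in galactose at OD600 0.02, incubated with compound 24 h at 30 C. ATP luminescence quantified growth; inhibitors of toxicity appear as activators.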
* hit, by the source's call; i = inactive; ? = inconclusive; · = no result given; & = joins results of further samples; [ ] = another dose, or the depositor's remark. Calls follow the shape of the dose curve; as a rule, active = well fitted curve in the direction sought with a large enough effect; inconclusive = small, poorly fitted or top-dose-only effect, or another doubt; inactive = no such curve, though single readings can be large; an effect the other way counts as inactive or inconclusive. Potency is read from the fitted curve at half-maximal effect. Some of the compounds tested. The share of hits here may be higher or lower than overall.

compound | EPAC2 ag | EPAC1 antag | PTHR1 ag | EPAC1 agonist | aSyn yeast inh | EPAC2 antag | FUS yeast rescue | TDP-43 yeast inh
O=C(CC1CCCCC1)NC1CCCC1 | 6.3% | 7.4% | i | 8.9% | -3.2% | -4.2% | 40.1% | -20.4%
Cc1ccc(C(=O)N/N=C\C=C\c2ccccc2[N+](=O)[O-])cn1 | 5.7% | -4.4% | -23.5% | 5.5% | 4.8% | -5.4% | -22.6% | 4.7%
COc1cccc(C(=O)C[n+]2ccccc2/C=N/O)c1 | -7.1% | 6.8% | -24.0% | -15.0% | -5.5% | 26.4% | 19.2% | 0.0%[0.397 µM]
Cc1ccc(NC(=O)C2C3C=CC4(O3)C2C(=O)N(CCCN2CCCCC2)C4C(=O)NC2CCCCC2)cc1Cl (configuration not stated) | 4.8% | 2.0% | i | 4.1% | -6.4% | -9.8% | 26.3% | -18.3%
CCn1c2ccccc2c2cc(NC(=O)c3cc(OC)cc(OC)c3)ccc21 | 14.2% | 4.2% | 5.2% | 9.6% | 3.0% | -1.3% | · | 7.3%
COC(=O)c1sc(N)c(C(=O)OC)c1CSc1nnc(-c2ccccc2Cl)n1C | 5.3% | -11.6% | -9.2%[57.5 µM] | 5.0% | 5.7% | -6.4% | 14.4% | 1.1%
c1ccc(-c2ccncn2)cc1 | -0.6% | -4.5% | i | -4.1% | 7.4% | 10.4% | -19.2% | -9.9%
Cc1ccnc(N/C=C(/NC(=O)c2ccccc2)C(=O)N/N=C\c2ccc(Cl)cc2)n1 | 3.1% | -6.9% | -8.3% | 6.4% | 1.4% | -0.3% | -8.8% | 18.1%
COc1ccc(NS(=O)(=O)c2cccc(C(=O)NCC(c3ccc(F)cc3)N3CCOCC3)c2)cc1 (configuration not stated) | 2.3% | 17.4% | -16.7% | -0.1% | -2.3% | -1.3% | 7.2% | 5.9%
CCN(CC(=O)Nc1ccc(NC(C)=O)cc1)C(=O)CCCOc1ccc(C(C)(C)C)cc1 | 4.1% | 15.4% | -44.8%[inhibitor] | 0.9% | -0.7% | -8.3% | ? | 24.0%
O=C(CC1Sc2ccccc2NC1=O)NCc1ccccc1 (configuration not stated) | -12.6% | 6.9% | -13.3% | 5.7% | 1.0% | -0.6% | 24.3% | -5.8%
O=C(c1ccc2c(c1)OCO2)N1CCN=C1SCc1ccccc1 | 5.4% | -5.5% | -22.5% | -8.0% | 4.7% | -27.1% | -7.1% | 5.9%
CN(C)/C=N/c1ncc(C(=O)c2ccccc2)s1 | -3.4% | -0.8% | -15.4%[57.5 µM] | 11.8% | 0.3% | -3.2% | 15.0% | ?
CCOC(=O)c1c(C)[nH]c(C)c1C(=O)CSc1nnc(-c2ccncc2)n1C | -6.3% | 0.0% | -15.8% | 0.0% | 9.1% | 1.7% | -8.6% | 16.3%
Cc1cccc(CCN2C(Nc3ccccc3)=NC[C@@H]2CC(C)C)c1 | 9.4% | -28.4% | 2.3% | -1.8% | 0.0% | -2.9% | -15.3% | -13.3%
CCCC(CCC)C(=O)NCCN1CCOCC1 | 11.1% | -5.7% | -10.3%[57.5 µM] | 5.8% | 1.9% | 2.0% | -21.9% | 11.1%
Cn1nnnc1SCC1=C(C(=O)O)N2C(=O)C(NC(=O)C3CC3c3ccccc3)C2SC1 (configuration not stated) | -1.1% | 4.8% | -14.3% | -10.5% | -2.4% | 7.2% | -19.6% | 8.7%
CC(C)CNC(=O)C1(C)CCN1C(=O)c1ccc(C(C)(C)C)cc1 (configuration not stated) | -3.4% | -6.2% | -29.9% | -22.1% | 5.8% | 13.9% | 5.2% | 10.4%
Clc1cccc(/C=N/N2CCN(Cc3ccccc3)CC2)c1 | 9.2% | -20.1% | -19.8% | 7.9% | 3.0% | 3.1% | 21.5% | 1.3%
CCC(C(=O)NCc1ccccc1)n1c(-c2cccs2)nc2ccccc21 (configuration not stated) | 4.2% | 11.0% | -24.6% | -1.6% | -4.1% | -11.7% | 6.8% | 16.2%
CC1Cc2ccccc2N1C(=O)CSc1nnc(NC(=O)Cc2cccs2)s1 (configuration not stated) | 2.8% | -6.6% | i | -5.4% | -3.7% | 3.2% | 9.6% | 4.7%
COc1ccccc1NC(C#N)c1ccccc1OCc1ccccc1 (configuration not stated) | 11.6% | 10.1% | -41.1%[inhibitor] | -3.3% | -7.3% | 3.5% | · | -15.5%
O=C(Nc1nccs1)c1ccc(N2C(=O)[C@@H]3[C@H](C2=O)[C@H]2C=C[C@@H]3C2)cc1 | 9.0% | -0.7% | 19.2% | -0.8% | -9.0% | 5.7% | 12.1% | -7.4%
Cc1cc(=O)c2ccc(Cl)cc2[nH]1 | 6.5% | -9.5% | -24.5% | -9.0% | -7.4% | 17.2% | -16.8% | 15.7%
COc1cc2cc(C#N)c(SCC(=O)Nc3cc(C)on3)nc2cc1OC | -2.7% | -17.9% | ? | 0.0% | -1.4% | -6.3% | 39.8% | -13.6%

3 compounds from above, sorted by the number in PTHR1 ag, high to low:
SMILES | PTHR1 ag
Cc1cccc(CCN2C(Nc3ccccc3)=NC[C@@H]2CC(C)C)c1 | 2.3%
COc1ccc(NS(=O)(=O)c2cccc(C(=O)NCC(c3ccc(F)cc3)N3CCOCC3)c2)cc1 (configuration not stated) | -16.7%
Clc1cccc(/C=N/N2CCN(Cc3ccccc3)CC2)c1 | -19.8%

Going on with the list.
compound | EPAC2 ag | EPAC1 antag | PTHR1 ag | EPAC1 agonist | aSyn yeast inh | EPAC2 antag | FUS yeast rescue | TDP-43 yeast inh
Cc1ccc(-c2noc(C3CCCN(C(=O)C4CCCCC4)C3)n2)o1 (configuration not stated) | 12.9% | -10.1% | -10.6% | 10.5% | 6.0% | -3.8% | 4.2% | 2.6%
CCC1CCCCN1C/C=C/c1ccccc1[N+](=O)[O-] (configuration not stated) | 1.3% | 4.4% | i | 4.8% | 2.1% | 10.6% | 25.0% | -23.5%
COc1ccc(OC)c(NC(=O)C2(C)CCN2Cc2ccsc2)c1 (configuration not stated) | 18.9% | -9.4% | -24.7% | -6.5% | -10.3% | ? | -15.2% | 17.9%
Cn1c(=O)oc2cc(S(=O)(=O)N3CCC(C(=O)NCC4COc5ccccc5O4)CC3)ccc21 (configuration not stated) | -1.3% | -25.0% | -22.0% | -2.2% | 4.0% | -8.0% | -17.1% | 19.9%
COC(=O)c1ccc(NC(=O)CCOc2ccccc2)cc1 | -7.9% | ? | -6.7%&-15.2% | -4.1% | -0.6% | -7.4% | 13.5%&1.8% | 16.0%
CCN(CC)S(=O)(=O)c1ccc(C(=O)NCCCN=C2NS(=O)(=O)c3ccccc32)cc1 | 10.1% | -19.4% | -1.0%[57.5 µM] | -5.3% | 0.4% | 2.4% | 15.4% | 6.6%
CNc1cccc(-c2ccc(N3CCN(C)CC3)nc2)n1 | 11.0% | 8.2% | i | 5.9% | -7.3% | 1.3% | -27.4% | 8.4%
CCCN(CCC)CCCNC(=S)Nc1ccc2nc(N3CCN(CC)CC3)cc(C)c2c1 | -1.0% | -22.8% | -13.0% | -15.7% | 0.6% | 7.3% | -15.0% | -0.3%
Nc1ccc(Cl)c(S(=O)(=O)Nc2ccc(Cl)cc2)c1 | 7.5% | -20.1% | -18.3% | 5.0% | 6.0% | -7.0% | -11.0% | -8.5%
COC(=O)c1ccc(Oc2nc(NC(C)C)nc(NC(C)C)n2)cc1 | -1.2% | 6.6% | -4.2% | 4.5% | 0.8% | -5.2% | 11.7% | -1.8%
O=C(CN1C2CCCC1CC(NC(=O)c1ccccc1)C2)Nc1ccccc1C(F)(F)F (configuration not stated) | 5.3% | -19.2% | -91.8%[inhibitor] | 2.4% | -5.8% | -21.3% | 14.2% | -12.3%
COc1ccc(CC(=O)c2ccc(O)cc2O)cc1 | 6.6% | -4.4% | -21.7% | -14.4% | -4.4% | -22.9% | -10.5% | 12.6µM*
Clc1ccc(-c2noc3c2-c2nc(Cc4cccc5ccccc45)sc2CC3)cc1 | 8.6% | -3.4% | i | 1.3% | 2.1% | 9.0% | -20.1% | 17.8%
COc1cc(NC(=O)c2ccnnc2)cc(C(=O)Nc2cccc(C(F)(F)F)c2)c1 | 4.7% | -22.3% | -34.4%[inhibitor] | -9.9% | 0.1% | -12.4% | 0.3% | 10.3%
COc1ccc(N2CCN(CCNC(=O)Nc3cc(Cl)ccc3OC)CC2)cc1 | 4.0% | 3.4% | -11.6% | -8.0% | 0.3% | 6.6% | -6.2% | 21.9%
COc1ccc(Cl)cc1-c1noc([C@@H]2O[C@H](CO)[C@@H](O)[C@H]2O)n1 | 2.1% | -2.2% | i | 5.4% | 14.4% | -11.3% | -21.9% | 15.1%
O=C(NCc1nnc2c(C(F)(F)F)cc(Cl)cn12)c1ccc(Br)o1 | -4.0% | 6.3% | i | 7.8% | 13.8% | -0.6% | -11.6% | 5.0%
Cc1cc(C)n(-c2ccc(F)cc2CN2CCN(C3CCCC3)C(CCO)C2)n1 (configuration not stated) | 8.4% | ? | -13.4% | -8.1% | -0.2% | 1.1% | 6.8% | 0.9%
COc1ccc(Nc2nc(-c3cccnc3)nc3ccccc23)cn1 | 2.7% | 15.9% | -0.8% | 11.4% | 13.2% | 5.4% | -17.5% | 8.6%
O=C(O)CSc1c2c(nc3cc(C(=O)Nc4cccc(C(F)(F)F)c4)ccc13)CCC2 | -22.8% | ? | i | -8.3% | -0.1% | -16.4% | 36.7% | 2.9%
COc1cc(NC(=O)c2ccc(C)cc2)c(OC)cc1NC(=O)CN1CCOCC1 | -82.2%[15.6 µM] | 14.0% | -7.7%[57.5 µM] | -1.9% | -7.4% | -24.5% | -2.3% | -7.7%
CC1(C(=O)NC2CCCC2)CCC(=O)N1CCC1=CCCCC1 (configuration not stated) | 8.8% | -2.3% | i | 2.0% | 10.9% | 6.5% | -10.4% | 26.9%
O=C(Cn1cnc2ccccc2c1=O)N(Cc1ccco1)c1ccc(O)cc1 | 13.6% | -1.0% | i | 8.9% | -0.7% | -2.0% | 20.7% | -13.1%
CCCCNC(=O)C1(C)CCCCN1C(=O)c1ccc(F)cc1Cl (configuration not stated) | -9.2% | 21.2% | -29.4% | -2.4% | 1.1% | -1.0% | -21.3% | 13.3%
COc1ccc(NC(=O)c2sc3ncnc(N4CCN(c5ccccn5)CC4)c3c2C)cc1Cl | -3.5% | -2.0% | -20.9% | -2.0% | 22.7% | 3.7% | 19.6% | 16.6%
CCOc1ccc(-n2cnnn2)cc1S(=O)(=O)NC1CC1 | -0.2% | 0.0% | 17.5% | 8.4% | 5.1% | -7.4% | 23.5% | -11.8%
Cc1cc(Cl)cc2sc(=S)[nH]c12 | 1.9% | 5.6% | -4.8% | 7.7% | -16.3% | -2.9% | -6.1% | -40.5%[inhibitor]
